CYP2C19 act = activators of human cytochrome P450 2C19. P33261. recombinant CYP2C19, luciferin-H EGE luminescence; hits give high values; 0 = fully inhibited enzyme, 1 = untreated enzyme. activation factor at 5 µM. 96,000 tested, under 10 active. AID 1025;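 active means activation factor of at least 2 at 5 µM in the primary screen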;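 further: 0 = wells with 2.5 mM tranylcypromine and 1 = vehicle-only wells; values of inactives mirror those of a sister screen read the other way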
sEH inh = soluble epoxide hydrolase (human) inhibition; actives 0.34% (n = 91,000); inhibition, % at 2 µM; P34913; AID 707; recombinant human sEH enzymatic activity assay; in the data active means inhibition above about 80%; further: values of inactives mirror those of a sister screen read the other way; many of its hits are not listed in these tables
Target sequence (P34913 whole entry, looked up): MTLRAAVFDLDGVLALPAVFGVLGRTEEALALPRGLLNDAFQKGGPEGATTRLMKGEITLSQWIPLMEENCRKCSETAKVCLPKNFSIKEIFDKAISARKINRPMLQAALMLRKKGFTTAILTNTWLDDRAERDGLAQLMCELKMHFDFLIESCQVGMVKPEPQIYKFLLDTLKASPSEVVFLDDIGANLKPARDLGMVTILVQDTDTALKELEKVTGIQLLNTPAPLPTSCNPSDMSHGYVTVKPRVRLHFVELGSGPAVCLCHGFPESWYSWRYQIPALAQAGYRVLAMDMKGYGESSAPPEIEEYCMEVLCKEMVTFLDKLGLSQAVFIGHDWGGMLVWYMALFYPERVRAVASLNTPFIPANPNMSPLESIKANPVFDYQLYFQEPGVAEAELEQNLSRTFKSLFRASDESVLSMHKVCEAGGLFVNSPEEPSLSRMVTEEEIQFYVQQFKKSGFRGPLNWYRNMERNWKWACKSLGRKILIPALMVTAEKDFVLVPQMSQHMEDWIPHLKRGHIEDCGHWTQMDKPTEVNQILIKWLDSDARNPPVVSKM
PostGolgi ctrl = yeast control strain growth, post-Golgi counter-screen | efflux-deficient yeast background strain, growth absorbance A615, 16 h | inhibition, % at 10 µM | actives 5% (n = 98,000) | AID 738
CYP2C19 inh = human CYP2C19 inhibition; P33261; CYP2C19 Supersomes, luciferin-H EGE luminescence, 30 min; inhibition, % at 5 µM; actives 21% (n = 96,000); AID 778;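 active means CYP2C19 inhibition above a set limit at 5 µM in the primary screen, cut at about 50% in these data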;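 further: plate controls were negative control wells for no effect and 2.5 mM tranylcypromine positive control for full effect; values of inactives mirror those of a sister screen read the other way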
PostGolgi yeast = growth inhibition of a yeast mutant, post-Golgi transport screen | inhibition, % at 10 µM | post-Golgi transport phenotypic cell assay | actives 0.9% (n = 98,000);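 further: yeast cells grown in 1536-well plates; yeast grown about 18 h at 30C before absorbance read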
S1P2 ag = activates the human S1P2 receptor; activation, % at 4.5 µM; actives 0.46% (n = 97,000); O95136; S1P2-expressing cell line, agonist reporter read-out; in the data active means activation above about 16%;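 further: 0% = vehicle low control and 100% = maximal reference agonist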
Target sequence (O95136 whole entry, looked up): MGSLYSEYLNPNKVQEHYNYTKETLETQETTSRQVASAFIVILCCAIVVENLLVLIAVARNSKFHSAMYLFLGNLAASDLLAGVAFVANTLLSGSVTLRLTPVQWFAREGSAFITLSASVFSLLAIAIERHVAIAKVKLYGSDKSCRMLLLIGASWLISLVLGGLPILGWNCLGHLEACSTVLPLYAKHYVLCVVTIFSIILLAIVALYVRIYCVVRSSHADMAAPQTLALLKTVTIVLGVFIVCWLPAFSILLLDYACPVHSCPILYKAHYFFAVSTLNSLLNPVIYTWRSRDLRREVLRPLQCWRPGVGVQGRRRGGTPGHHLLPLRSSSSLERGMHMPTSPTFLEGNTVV
S1P2 blocker = antagonists of human S1P2 receptor; O95136; cell-based S1P2 antagonist assay, inhibition at 5 uM; inhibition, % at 5 µM; actives 0.21% (n = 97,000); AID 736; in the data active means inhibition above about 45%;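 further: CRE beta-lactamase reporter cells expressing human S1P2 stimulated with S1P; 0% = agonist at EC80 alone and 100% = agonist plus reference antagonist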
sEH activator = activators of human soluble epoxide hydrolase; P34913; purified human sEH enzymatic activity, activator screen; activation, % at 2 µM; actives 0.04% (n = 91,000); in the data active means activation above about 37%; further: values of inactives mirror those of a sister screen read the other way
hDAT+cocaine = human DAT dopamine uptake with cocaine, either direction; AID 449768; actives 1.3% (n = 110,000); B-score at 10 µM; LLC-PK1 hDAT cells, [14C]-dopamine uptake with cocaine IC80; actives deviate in either direction;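 active means Z score or B-score, a plate-position-corrected score, falls beyond the plate's 99.7% confidence bounds, in either direction; inactive means both scores lie inside the 99.7% bounds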;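 further: scored against the spread of the other compound wells on the same plate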
Starred values were filed as active, the others as inactive; . = no result given. Unless noted, no stated cut-off is given here; in the data, active means inhibition above about 30%; inactive means the rest.

SMILES	CYP2C19 act	sEH inh	PostGolgi ctrl	CYP2C19 inh	PostGolgi yeast	S1P2 ag	S1P2 blocker	sEH activator	hDAT+cocaine
COc1ccc(S(=O)(=O)NCCC(=O)NCc2ccccc2)cc1	0.9	.	-3	9	-3	-6	-2	.	0.38
O=C(CN(Cc1ccco1)C(=O)Cn1nnc(-c2cccs2)n1)NCc1ccccc1	0.8	31	8	24	2	-7	10	-32	1.2
COc1ccc(-n2nnc3c(=O)n(CC(=O)NCC4CCCO4)cnc32)cc1 (centres undefined)	1.1	2	8	-6	-9	-1	17	-2	0.022
COc1ccc(NC(=O)C(C)NS(=O)(=O)c2ccc(NC(C)=O)cc2)cc1Cl (centres undefined)	.	5	3	.	6	-3	-10	-6	-0.074
COc1cccc(S(=O)(=O)NCc2ccc(C(=O)Nc3ccc(C)cc3)cc2)c1	0.9	2	22	8	4	-6	5	0	0.49
O=C(Nc1nnc(C2CC2)s1)c1ccc(S(=O)(=O)c2ccccc2)cc1	1.1	10	8	-7	13	-5	-10	-9	0.92
CCOC(=O)CN(C(=O)CNC(=O)c1cccs1)C(C(=O)NC1CCCC1)c1cccnc1 (centres undefined)	0.8	12	1	17	-5	-7	20	-12	-1.1
COC(=O)Cc1c[nH]c2ccc(OCC(O)CNC(C)C)cc12 (centres undefined)	1	.	7	-1	19	.	.	.	-0.66
Cc1ccc(-n2c(SCC(=O)NCC3CCCO3)nnc2-c2ccoc2C)cc1 (centres undefined)	0.2	7	20	85*	-9	-8	4	-8	1
COc1ccc2[nH]cc(C(=O)CN3CCCCC3C)c2c1 (centres undefined)	0.8	.	8	23	5	-6	18	.	-0.023
O=C(NCCc1csc(-c2cccnc2)n1)c1ccco1	0.9	-8	18	10	1	-6	14	6	0.18
Cc1ccc(C(=O)N2CCN(c3ccc(NC(=O)c4ccc(Br)o4)cc3)CC2)cc1	0.7	49	13	28	6	-6	-3	-48	0.0061

Entries of single compounds, quoted from the list. Order of values: CYP2C19 act	sEH inh	PostGolgi ctrl	CYP2C19 inh	PostGolgi yeast	S1P2 ag	S1P2 blocker	sEH activator	hDAT+cocaine
`O=C(CN(Cc1ccco1)C(=O)Cn1nnc(-c2cccs2)n1)NCc1ccccc1` in the list: 0.8	31	8	24	2	-7	10	-32	1.2
`Cc1ccc(C(=O)N2CCN(c3ccc(NC(=O)c4ccc(Br)o4)cc3)CC2)cc1` in the list: 0.7	49	13	28	6	-6	-3	-48	0.0061
`COC(=O)Cc1c[nH]c2ccc(OCC(O)CNC(C)C)cc12` (centres undefined) in the list: 1	.	7	-1	19	.	.	.	-0.66
`COc1ccc(S(=O)(=O)NCCC(=O)NCc2ccccc2)cc1` in the list: 0.9	.	-3	9	-3	-6	-2	.	0.38
`CCOC(=O)CN(C(=O)CNC(=O)c1cccs1)C(C(=O)NC1CCCC1)c1cccnc1` (centres undefined) in the list: 0.8	12	1	17	-5	-7	20	-12	-1.1

The list goes on.
SMILES	CYP2C19 act	sEH inh	PostGolgi ctrl	CYP2C19 inh	PostGolgi yeast	S1P2 ag	S1P2 blocker	sEH activator	hDAT+cocaine
CCN1CCN(c2nc3ccccc3nc2C(C#N)S(=O)(=O)c2ccc(C)c(C)c2)CC1 (centres undefined)	0.9	-6	6	8	3	-5	14	3	.
Cc1ccc(C)c(NS(=O)(=O)c2cc(C(=O)NCc3ccccn3)ccc2Cl)c1	0.6	-11	3	36	-2	-4	13	12	0.92
CSc1nc(C)c(Cl)c(C)c1C#N	1.1	.	1	-10	-3	.	.	.	-0.49
CCCCSc1nc(N)c(NC(=O)c2ccco2)c(=O)[nH]1	1.2	-6	-2	-21	-1	-5	9	5	0.14
OC(COc1ccc(OCC(O)CN2CCCCCC2)cc1)CN1CCCCCC1 (centres undefined)	1	.	-2	-2	-1	-2	6	.	0.039
Cc1ccc2nc(NC(=O)CCCc3nc4ccccc4s3)sc2c1	0.9	5	45*	7	-3	-7	-11	-3	1.5
C=CCn1c(=NC(=O)C2CC2)sc2cc(NC(C)=O)ccc21	0.6	-3	7	41	-2	-6	-12	6	0.7
Cc1cccc(OCc2nc(C#N)c(N3CC(C)CC(C)C3)o2)c1 (centres undefined)	0.2	.	12	82*	-3	-3	-19	.	0.72
Clc1ccc(OCCN2CCOCC2)cc1Cl	0.7	5	4	32	1	-2	-1	-5	0.16
Clc1cccc(Nc2c3c(nc4ncnn24)CCC3)c1	0.4	.	9	60*	25	-8	1	.	0.057
Cn1cnnc1SCc1ccc(-c2ccc(Br)cc2)o1	0.1	-5	10	93*	0	-7	18	5	0.4
CCOc1ccccc1N=C1NC(=O)CS1	1.1	13	2	-12	3	-2	4	-11	0.31
CCC(=O)N(Cc1cccs1)C1CCOC(C)(C)C1 (centres undefined)	0.9	.	3	6	-1	1	-5	.	-0.0032
O=C(CCn1c(=O)sc2ccccc21)NCc1ccccc1	0.2	4	-13	80*	-2	-6	-11	0	0.1
Cn1c(SCC(=O)C(C)(C)C)nnc1-c1cccnc1	1.1	-12	-13	-12	-10	-8	9	12	-0.6
O=c1oc2ccccc2cc1-c1cn2cccnc2n1	0.4	2	-2	57*	9	-1	1	-3	0.95
COc1ccc(C(c2nnnn2Cc2ccc(F)cc2)N2CCN(c3ccccc3)CC2)cc1 (centres undefined)	0.8	14	37*	22	7	-10	23	-15	0.14
O=C(NCCc1csc(-c2ccccc2)n1)c1cccs1	1	-23	23	-4	-2	-8	22	22	1.8
COc1ccc(CCNC(=O)C2CCCN2C(=O)Nc2cccc(C(C)=O)c2)cc1OC (centres undefined)	1	.	3	-2	-7	-9	11	.	1.1
N#CC1=C(N)OC2=C(C(=O)CCC2)C1c1ccc(OC(=O)N2CCOCC2)cc1 (centres undefined)	1	.	38*	-5	-9	.	.	.	0.72
CCOC(=O)CSc1nc2c(c(=O)n1-c1ccc(OCC)cc1)SCC2	1.1	13	8	-6	4	-1	-5	-9	-0.059
Cc1ccc(C2CC(C(F)F)n3ncc(C(=O)Nc4cnn(Cc5ccccc5C)c4)c3N2)cc1 (centres undefined)	0.9	4	20	8	0	-10	-14	-3	1.1
COC(=O)c1ccccc1NC(=O)CN(c1ccccc1)S(=O)(=O)N(C)C	.	3	.	.	.	-2	23	-4	0.073
COC(=O)CN1C(=O)S/C(=C/c2cc(C)n(C)c2C)C1=O	0.8	2	7	23	-1	-1	-26	-2	-0.0018
CCC(Sc1ccccc1C(=O)O)C(=O)O (centres undefined)	1	-6	7	4	2	-2	-7	4	0.5
COC(=O)c1ccc(CSc2nc3ccccc3c(=O)n2-c2ccc(OC)c(OC)c2)o1	0.1	-5	9	94*	-2	10	-31	4	3.5*
CCc1ccc2c(c1)C1(NN=C(c3ccccc3)S1)C(=O)N2 (centres undefined)	.	-6	.	.	.	-2	7	8	0.18
O=C(CCC1CCCC1)Nc1ccc(OCC(=O)N2CCOCC2)cc1	.	70	.	.	.	-4	-8	-69	0.17
CS(=O)(=O)Nc1ccc(OCc2ccccc2)cc1	0.8	6	31*	23	2	2	-26	-5	-0.73
O=c1[nH][nH]c(C(F)(F)F)c1C=Nc1ccccc1Cl	0.8	4	11	15	2	-4	17	-2	-0.1
COc1ccc(N2C(=O)CC(Sc3nccc(C)n3)C2=O)cc1 (centres undefined)	0.8	6	1	19	17	-6	-9	-6	0.4
COc1ccc(S(=O)(=O)N(CC(=O)NCCCN(C)C)c2ccc(C)cc2)cc1OC	1	-19	-13	-3	6	-1	12	19	-0.9
CC(=O)N1CCc2cc(S(=O)(=O)N3c4ccccc4CC3C)ccc21 (centres undefined)	0.9	-1	8	14	0	-7	0	-2	0.099
O=C1c2cccc3c([N+](=O)[O-])ccc(c23)C(=O)N1c1ccccn1	0.8	-11	19	21	18	-8	67*	12	-0.35
Cc1cccc(NC(=O)c2sc3nc4c(c(-c5ccco5)c3c2N)CCC4)c1	0.9	-29	22	14	-1	-2	2	32	-8.8*
CCOC(=O)N1CCN(C(=O)c2cnn(-c3ccccc3)c2NC(=O)c2ccccc2F)CC1	1.1	.	16	-10	-10	.	.	.	-0.057
CCOC(=O)CC1C(=O)NCCN1C(=O)COc1ccc(Br)cc1C (centres undefined)	0.8	-1	24	16	8	-8	0	2	-0.097
COC(=O)c1ccc(Cl)c(-c2ccc(/C=N/NC(=O)Nc3ccccc3)o2)c1	0.8	1	-2	21	7	-1	-4	1	3
CC(C)(C)CC(C)(C)NC(=S)Nc1ccc2nc(-c3ccccn3)c(-c3ccccn3)nc2c1	0.8	11	4	24	3	-9	27	-13	1
COc1cc2nc(N(C)C)nc(N)c2cc1OC	1	.	1	-2	-4	-4	-14	.	-0.6
CN(Cc1ccccc1)C(=O)c1cnc2n(c1=O)CCS2	.	-9	.	.	.	-1	-4	14	-0.51
COc1ccc(Nc2nc(-c3cccs3)cs2)cc1	1	-8	5	2	-6	-5	8	10	0.025
CCCC(CCC)C(=O)Nc1cccc(C(=O)O)c1	1.1	1	1	-6	1	0	-2	-2	2.2
CCCOc1ccc2c(=O)c(-c3cc(C(=O)OC)oc3C)c(C)oc2c1	0.8	-6	13	20	-5	-3	-3	6	0.89
O=C(O)c1ccc2c(c1)C(=O)N(Cc1ccccc1)C2=O	1	-15	1	2	-6	-1	4	9	-0.64
CCOC(=O)CSc1nc2ccccc2n1C(=O)OCC	0.6	15	14	42	2	-8	-24	-15	0.18
O=C(Nc1nc(COc2ccccc2)cs1)C12CC3CC(CC(C3)C1)C2	0.4	3	37*	56*	1	-6	2	-3	-2.1
Cc1cc(C)nc(Sc2c(F)c(F)c(C(F)(F)F)c(F)c2F)n1	1	.	-5	-2	2	-4	8	.	-0.25
CNC(=O)C(Sc1ccccc1)c1ccccc1 (centres undefined)	0.1	.	5	91*	5	.	.	.	-1.1
CSc1nc2ccccc2n1C(=O)Oc1ccccc1	1	1	24	-2	-3	-2	15	-1	-0.11
C/C(=N\NS(=O)(=O)c1ccc(Cl)cc1)c1ccc(O)cc1	0.2	-17	6	83*	3	-2	17	15	0.8
COc1ccc(C2CC(=O)C=C(NC3CCCC3)C2)cc1 (centres undefined)	.	3	.	.	.	-2	-106	2	3
CCOC(=O)c1ccccc1NC(=O)Cn1c(-c2nonc2N)nc2ccccc21	0.2	.	29	76*	4	.	.	.	-0.87
CCOC(=O)c1c(-c2ccccc2)oc2ccc(O)c(CN3CCOCC3)c12	0.4	-6	11	56*	2	-2	-15	6	0.52
CN(NC(N)=O)c1ncc(C(F)(F)F)cc1Cl	0.9	13	-2	5	24	-4	26	-14	-0.8
N#Cc1ccccc1NCc1ccccc1	0.7	-17	32*	33	-2	-4	-6	21	-0.39
Cc1ccccc1Nc1nc(-c2sc(NC(=O)c3ccc([N+](=O)[O-])cc3)nc2C)cs1	0.5	43	16	52*	-8	-6	7	-40	0.81
COc1ccc2occ(C(C)=O)c2c1	0.8	0	-4	16	-1	1	-10	3	0.017
O=C(OCC(CO)OC(CO)n1ccc(=O)[nH]c1=O)c1ccccc1 (centres undefined)	1.1	5	1	-15	4	-7	18	-5	-0.69
Cc1ccc(NC(=O)Cc2noc3ccccc23)cc1	.	22	.	.	.	-7	-10	-20	-0.94

Next section
SMILES	CYP2C19 act	sEH inh	PostGolgi ctrl	CYP2C19 inh	PostGolgi yeast	S1P2 ag	S1P2 blocker	sEH activator	hDAT+cocaine
CCOC(=O)C1CCN(C(=O)C2CC(=O)N(c3ccc(C)cc3)C2)CC1 (centres undefined)	0.9	2	25	9	-1	-1	-14	1	-0.56
CC(NC(=O)COC(=O)c1cn(-c2ccccc2)nc1-c1cccs1)c1ccccc1 (centres undefined)	0.7	16	24	32	-6	1	-3	-15	0.26
O=C(NCc1cccnc1)c1cnc2n(c1=O)CCS2	.	8	.	.	.	-1	-6	-6	-0.39
CCOC(=O)CN1CC23C=CC(O2)C(C(=O)NCc2cccs2)C3C1=O (centres undefined)	0.6	6	-2	40	0	1	-21	-6	-1.9
Cc1cc2c(c(=O)n1Cc1ccc3c(c1)OCO3)C(c1cccnc1)C(C#N)=C(N)O2 (centres undefined)	0.7	.	3	28	-6	-11	9	.	0.22
COC(=O)c1ccc(CSc2nc(N3CCOCC3)c3c(c2C#N)CC(C)(C)OC3)o1	0.3	-6	19	69*	8	-4	5	6	0.88
O=C1c2ccccc2C(Nc2ccc(F)c(Cl)c2)N1c1ccccn1 (centres undefined)	0.6	.	20	37	-2	-8	-6	.	-1.2
